CXCR6 inh: inhibitors of human CXCR6 receptor; AID 602244; hit rate 0.36% among 360,000; O00574; CHO-K1 PathHunter CXCR6 beta-arrestin, luminescence; inhibition, % at 20 µM; in the data active = inhibition above about 34%, passing the limit was not always enough;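 note: antagonist mode with CXCL16 agonist at 10 nM final; 0% = 10 nM CXCL16 with DMSO and 100% = unstimulated wells without agonist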
tim23-1 inh: inhibits growth of tim23-1 mutant yeast | S. cerevisiae tim23-1 growth, BacTiter-Glo luminescence, 24 h | inhibition, % at 20 µM | hit rate 1.3% among 330,000;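 active = growth inhibition of the mutant yeast at or above 50%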;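 note: temperature-sensitive mutant grown at 25 °C; plate controls were DMSO-treated mutant yeast for no effect and medium wells lacking yeast for full effect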
XBP1 UPR activ: activators of adaptive arm of unfolded protein response (XBP1). CHO-XBP1 luciferase reporter, IRE1-XBP1 UPR activation, luminescence; percent of tunicamycin response, DMSO as zero. activation, % at 20 µM. hit rate 0.33% among 330,000;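 active = versus positive control, 20 µM dose yields 30% or more activation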;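 note: 100% = tunicamycin at 10 µg/mL and 0% = DMSO only wells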
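Material: IRE1-XBP1 luciferase reporter CHO line / Quantity: one thousand reporter cells per well / Buffer or medium: F12 with 10% serum / Compound: 20 µM single concentration, DMSO 1% / Times: 6 h treatment, 37 °C / Detection: Steady-Glo luciferase glow luminescence, 10 min after reagent addition / Benchmarks: tunicamycin high, DMSO low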
APJ antag: blocks the human apelin receptor APJ. P35414. CHO-K1 APJ beta-arrestin complementation, luminescence. inhibition, % at 20 µM. hit rate 0.32% among 330,000. AID 2521;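 active = inhibition above about 40% at 20 µM, limit read from the data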;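 note: cells challenged with 10 nM apelin-13 agonist together with compound; plate controls were apelin-13 plus DMSO wells for no effect and DMSO wells lacking apelin-13 for full effect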
Target sequence (P35414 whole entry, looked up): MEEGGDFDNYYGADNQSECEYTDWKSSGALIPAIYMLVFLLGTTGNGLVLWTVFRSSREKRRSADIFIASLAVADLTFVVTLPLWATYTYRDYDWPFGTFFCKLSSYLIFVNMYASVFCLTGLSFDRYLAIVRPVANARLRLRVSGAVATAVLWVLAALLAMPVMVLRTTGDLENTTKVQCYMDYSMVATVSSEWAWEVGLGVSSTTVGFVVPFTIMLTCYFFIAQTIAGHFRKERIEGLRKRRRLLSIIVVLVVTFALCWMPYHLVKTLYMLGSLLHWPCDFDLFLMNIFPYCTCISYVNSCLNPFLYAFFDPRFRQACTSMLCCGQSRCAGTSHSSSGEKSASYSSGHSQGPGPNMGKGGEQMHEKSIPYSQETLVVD
APJ ag: agonists of human APJ apelin receptor; activation, % at 20 µM; hit rate 0.11% among 330,000; CHO-K1 APJ PathHunter beta-arrestin, luminescence; 0% DMSO wells, 100% apelin;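 active = activation more than six SD over the plate average, tested at 20 µM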;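 note: 0% = DMSO alone and 100% = apelin-13 at 10 nM; some results filed as inactive read as strong as hits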
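Test system: CHO-K1 APJ beta-arrestin complementation cell line. Amount: cell density 1000 per well. Controls: DMSO negative, 10 nM Apelin-13 positive. Signal: luminescent beta-gal fragment complementation, chemiluminescent substrate. Read-out basis: agonist-driven arrestin binding to APJ. Timing: compound stimulation 90 min at 25 °C, detection 60 min.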
Mdm2-MdmX inh: inhibitors of human Mdm2/MdmX interaction | O15151+Q00987 | SaOS-2 split-luciferase Mdm2/MdmX complementation, luminescence | inhibition, % at 8 µM | hit rate 3% among 330,000 | AID 485346;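 active = inhibition of at least 50% at 8 µM in the primary screen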
EBI2 antag: antagonists of human EBI2 receptor. P32249. EBI2 beta-arrestin recruitment, luminescence, 7a,25-OHC stimulated. inhibition, % at 5 µM. hit rate 0.81% among 360,000. AID 651636; in the data active = inhibition above about 38%;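 note: enzyme fragment complementation signal reports receptor beta-arrestin coupling in cells; 0% = agonist plus DMSO wells and 100% = wells without agonist; some results beyond the cut were filed as inactive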
Target sequence (P32249 whole entry, looked up, the tested form may be a part): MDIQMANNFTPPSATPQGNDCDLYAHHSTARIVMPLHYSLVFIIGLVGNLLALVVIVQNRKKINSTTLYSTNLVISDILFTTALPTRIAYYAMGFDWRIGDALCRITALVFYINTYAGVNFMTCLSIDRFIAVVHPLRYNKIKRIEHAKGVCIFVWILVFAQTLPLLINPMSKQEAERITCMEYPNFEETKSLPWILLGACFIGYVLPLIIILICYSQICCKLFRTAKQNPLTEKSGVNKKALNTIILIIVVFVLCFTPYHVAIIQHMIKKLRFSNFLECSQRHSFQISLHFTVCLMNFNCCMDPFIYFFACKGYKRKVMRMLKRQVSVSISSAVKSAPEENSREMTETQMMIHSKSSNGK
CCR6 antag: blocks CCL20-driven beta-arrestin recruitment at human CCR6. AID 493098. hit rate 0.49% among 340,000. inhibition, % at 20 µM. CHO-K1 CCR6 PathHunter beta-arrestin, luminescence, CCL20-stimulated;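 active = compounds whose inhibition of the agonist-driven luminescence signal at 20 µM reaches about 50%, limit read from the data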;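 note: cells stimulated with CCL20 at 14 nM final; plate controls were DMSO with CCL20 for no effect and DMSO without agonist for full effect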
Target sequence (P51684 whole entry, looked up): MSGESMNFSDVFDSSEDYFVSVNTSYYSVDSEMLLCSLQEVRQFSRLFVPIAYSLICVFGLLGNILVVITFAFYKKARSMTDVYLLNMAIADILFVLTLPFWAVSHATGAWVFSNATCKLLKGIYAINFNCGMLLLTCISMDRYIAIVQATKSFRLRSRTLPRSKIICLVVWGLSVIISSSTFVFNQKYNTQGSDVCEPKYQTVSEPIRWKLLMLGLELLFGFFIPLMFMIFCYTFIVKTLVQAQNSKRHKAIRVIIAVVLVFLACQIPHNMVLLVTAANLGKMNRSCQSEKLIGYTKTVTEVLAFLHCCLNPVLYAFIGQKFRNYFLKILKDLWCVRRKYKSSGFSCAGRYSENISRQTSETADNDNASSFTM
CHOP UPR activ: apoptotic UPR (CHOP) activation; activation, % at 10 µM; AID 449763; CHO-CHOP luciferase reporter, luminescence; percent of tunicamycin response over DMSO baseline; hit rate 0.34% among 330,000;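 active = at 10 µM dose, activation of 40% or more, normalized to positive control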;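 note: 100% = tunicamycin at 10 µg/mL and 0% = DMSO alone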
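Material: CHO-CHOP cells, stable luciferase reporter of PERK-eIF2a-CHOP signalling; quantity: 500 reporter cells seeded per well; buffer or medium: F12 medium containing 10% fetal bovine serum; compound: one dose, 10 µM in 0.5% DMSO; incubation: 6 h compound treatment, 37 °C; measured by: Steady-Glo luciferase luminescence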
Numbers without * were called inactive; / = not tested or not shown. An excerpt; the hit share may differ from the screen's.

SMILES | CXCR6 inh | tim23-1 inh | XBP1 UPR activ | APJ antag | APJ ag | Mdm2-MdmX inh | EBI2 antag | CCR6 antag | CHOP UPR activ
CCOc1ccc(C2(C)NC(=O)N(CCN(C)C)C2=O)cc1 (stereo unspecified) | 4 | 15 | -1 | 5 | -3 | -4 | 0 | -2 | 0.0
CSc1ccc(/C=C/C(=O)c2ccc(NC(=O)Cc3ccccc3)cc2)cc1 | 2 | 29 | 1 | 2 | -2 | 44 | 92* | 2 | 5.2
CCCCOc1ccc(Cn2c(=O)oc3ccccc32)cc1 | 3 | 20 | -5 | -9 | 0 | 18 | 17 | 9 | 0.3
CC(=O)C1=C(C)NC(SCC(=O)Nc2nc3ccccc3s2)=C(C#N)C1c1ccc(Cl)cc1 (stereo unspecified) | 11 | 20 | -2 | 18 | -5 | -29 | 13 | 15 | 1.7
N#Cc1ccc(Cl)cc1NC(=O)CSc1nc2nc(-c3cccs3)cc(C(F)(F)F)c2c(=O)[nH]1 | / | 12 | -2 | -1 | -5 | 17 | / | / | -0.6
COc1ccc(NS(=O)(=O)c2cccc(-c3n[nH]c(=S)n3Cc3ccccc3)c2)cc1 | 7 | 11 | -1 | 9 | 0 | 7 | 5 | 19 | -1.5
CCOc1ccc(C(=O)NCC(=O)OCC(=O)Nc2cccc(S(=O)(=O)N3CCCC3)c2)cc1 | 0 | -1 | -1 | -3 | -2 | 33 | -16 | 7 | 2.9
Cc1cc(C(F)F)n2ncc(C(=O)NCc3ccc(F)cc3)c2n1 | -14 | 16 | -2 | 9 | -2 | 4 | 2 | 3 | 0.6
CC1CCN(CCCNS(=O)(=O)c2cc(Br)cc3c2N(C(=O)C2CC2)CC3)CC1 | -1 | 13 | 3 | 1 | -1 | 14 | 0 | 6 | 1.9
Cc1cc(C)c(NC(=O)Cn2cc3c(n2)CCCC3)c(C)c1 | -1 | 1 | -2 | 12 | -2 | -6 | -5 | -2 | 0.2

Whole records from above. Order of screens: CXCR6 inh | tim23-1 inh | XBP1 UPR activ | APJ antag | APJ ag | Mdm2-MdmX inh | EBI2 antag | CCR6 antag | CHOP UPR activ
Cc1cc(C)c(NC(=O)Cn2cc3c(n2)CCCC3)c(C)c1 across the screens: -1 | 1 | -2 | 12 | -2 | -6 | -5 | -2 | 0.2
CC1CCN(CCCNS(=O)(=O)c2cc(Br)cc3c2N(C(=O)C2CC2)CC3)CC1 across the screens: -1 | 13 | 3 | 1 | -1 | 14 | 0 | 6 | 1.9
CC(=O)C1=C(C)NC(SCC(=O)Nc2nc3ccccc3s2)=C(C#N)C1c1ccc(Cl)cc1 (stereo unspecified) across the screens: 11 | 20 | -2 | 18 | -5 | -29 | 13 | 15 | 1.7

Other entries follow:
SMILES | CXCR6 inh | tim23-1 inh | XBP1 UPR activ | APJ antag | APJ ag | Mdm2-MdmX inh | EBI2 antag | CCR6 antag | CHOP UPR activ
COCCNC(=O)C(c1ccccc1)N(CCOC)C(=O)Cn1nnc2ccccc21 (stereo unspecified) | -1 | -14 | 0 | -11 | -1 | 2 | -5 | -14 | -1.1
CC(C)(C)c1ccc(NC(=O)NC2CCCc3ccccc32)cc1 (stereo unspecified) | -18 | 3 | 2 | -14 | 5 | 70* | 14 | 2 | 4.0
Cc1ccccc1OCC(=O)NCC(=O)OCC(=O)c1ccc([N+](=O)[O-])cc1 | -12 | -1 | -4 | -42 | 12 | 9 | -9 | -7 | 0.2
O=C(c1ccccc1NS(=O)(=O)c1ccc(F)cc1F)N1CCCCC1 | 2 | 38 | -4 | 3 | -6 | -8 | -7 | 5 | 0.0
O=C(Nc1ccccn1)NC(C(F)(F)F)C(F)(F)F | -5 | -2 | -2 | 0 | 0 | 6 | -2 | 8 | 0.2
CCC1=C2CC[C@H]3C(=O)N(CC)C(=O)[C@H]3[C@H]2[C@@]2(Cc3ccccc3)C(=NCCOC)OC(=O)N2C1=O | -6 | 9 | 0 | 0 | -7 | 19 | -5 | -5 | -3.1
c1ccc(-c2nn3c(Cn4nnc5ccccc54)nnc3s2)nc1 | 7 | -16 | -2 | -3 | -2 | 12 | 3 | 1 | -0.7
Cc1ccc(N2CC(C(=O)N3CCC(C(=O)Nc4ccc(Br)cc4)CC3)CC2=O)cc1 (stereo unspecified) | 2 | 17 | -2 | 2 | -1 | 20 | 28 | 7 | -1.3
CCOC(=O)CSc1nnc(-c2cccnc2)n1Cc1ccccc1 | 6 | -4 | -2 | -5 | -4 | 2 | -8 | -6 | -0.3
Cc1ccc2oc(=O)n(CCOc3ccccc3)c2c1 | -2 | 10 | -1 | -12 | -1 | -14 | -8 | 5 | 1.3
COc1ccccc1OCCNC(=O)CN1C(=O)NC2(CCCC2)C1=O | 7 | 15 | -2 | 23 | -3 | 7 | 2 | 2 | 1.5
COCCNc1nc2ccccc2n1CC(=O)c1ccc(OC)c(OC)c1 | 4 | -5 | -4 | 7 | -2 | -18 | -13 | 14 | 2.0
Cc1ccc(NC(=O)CCc2c(C)nn(-c3ccc(N4CCOCC4)nn3)c2C)cc1F | 2 | 17 | 5 | 6 | 1 | -1 | 9 | -7 | 3.8
CC(C)(C)c1ccc(C(=O)Nc2ccc(S(N)(=O)=O)cc2)cc1 | 9 | 17 | 4 | -14 | 1 | -13 | -16 | 4 | 0.7
CCN1CCN(C(=O)CN(C)S(=O)(=O)c2ccc(OC)cc2)CC1 | -4 | 9 | 1 | 13 | 1 | 30 | -3 | -1 | 0.8
COc1ccc(-c2cc(CCC(=O)N3CCN(c4cc(C)ccc4C)CC3)[nH]n2)cc1 | 6 | 44 | -3 | / | / | 43 | 10 | 27 | 1.2
CCCCN(C)C(=O)CCC(=O)Nc1ccc2nc(N3CCOCC3)cc(C)c2c1 | -4 | 3 | 1 | 2 | -2 | -27 | -8 | 2 | 1.4
CC(C)n1nc(C(=O)NNC(=O)c2ccc(OC(F)F)cc2)c2ccccc2c1=O | -4 | 23 | 1 | 15 | -3 | -3 | 1 | 0 | 1.3
Cc1ccc(CCNC(=O)c2nnc(CS(=O)(=O)c3ccccc3)o2)cc1 | 1 | 13 | -2 | 2 | 0 | 4 | 1 | -2 | -0.4
O=C(NNS(=O)(=O)c1ccc(Cl)cc1)c1ccc(S(=O)(=O)N2CCCCC2)cc1 | -5 | 12 | -2 | -3 | 5 | -51 | 1 | -1 | -1.6
CC(C)Cc1nc2oc3c(NCC4CCCO4)ncnc3c2c2c1CCC2 (stereo unspecified) | -9 | 24 | 28 | -9 | 1 | 53* | -23 | 3 | 4.6
Cc1ccc(C(=O)NCC(=O)OCc2cccc(Br)c2)cc1 | 9 | 14 | -1 | 22 | -1 | 16 | -5 | 7 | -0.4
O=C(COc1ccc2ccc(=O)oc2c1)Nc1ccc2c(c1)OCCO2 | -6 | -10 | -3 | -1 | -3 | 13 | -7 | -14 | -0.6
CCN(CC)S(=O)(=O)c1ccc(Cc2ncc(C(F)(F)F)cc2Cl)s1 | -16 | 12 | -3 | 11 | -5 | 8 | 5 | 23 | 0.2
Cc1nn(Cc2ccccc2)c(C)c1C(=O)Nc1ccc(N2CCOCC2)cc1 | -4 | 23 | -3 | -2 | 5 | 16 | -12 | 6 | -2.8
O=[N+]([O-])c1cc(C(F)(F)F)cc([N+](=O)[O-])c1NCCNC(=S)Nc1cccc(F)c1 | -12 | 17 | -4 | -16 | 1 | 44 | -21 | 6 | -1.1
O=C1CNC(=S)N1CCOc1ccccc1 | 2 | 14 | 2 | 9 | -2 | 10 | 12 | 6 | 1.7
CCOP(=O)(c1ccc(N(C)C)cc1)C(O)c1ccc(C)cc1 (stereo unspecified) | -7 | 16 | -7 | 8 | 1 | 1 | -3 | -1 | 1.0
CC(=O)Nc1ccc(-c2csc(NC(=O)CCCc3cccs3)n2)cc1 | -10 | 18 | 1 | -18 | 4 | 14 | -5 | 14 | -0.2
N#Cc1cc(-c2ccc(Cl)cc2)cnc1Sc1ccccc1 | 6 | 37 | -1 | 3 | -2 | -3 | 16 | 13 | 3.0
CCOCCCn1c(C)nc2c[n+](CC(=O)c3ccc4ccccc4c3)cc(Br)c21 | 1 | 4 | -2 | 3 | 0 | -4 | 5 | -6 | 1.2
COc1ccc(C(NC(C)=O)c2nccc3cc(OC)c(OC)cc23)cc1OC (stereo unspecified) | -3 | -4 | -1 | 6 | -4 | 5 | -5 | 11 | 0.6
COCCCN=C(c1ccco1)n1c(=S)nc(-c2ccco2)n(CCCOC)c1=S | 3 | 25 | -1 | 24 | -10 | 7 | -5 | 22 | -1.4
CCOC(=O)/C=C/C(=O)OCC(=O)Nc1ccc(Cl)cc1Cl | -6 | 54* | -1 | -3 | -4 | -3 | 2 | 9 | 2.1
CCc1ccccc1NC(=O)c1onc(C)c1Cl | -2 | 4 | -3 | 16 | 1 | -16 | -4 | 0 | 0.0
CCCCn1c(N)c(N(CCOC)C(=O)c2ccc(-c3cccc(C(F)(F)F)c3)o2)c(=O)[nH]c1=O | 10 | 4 | 3 | 6 | -3 | 12 | -7 | -2 | -1.3
COc1ccc(N2CCN(CCC(N)=O)CC2)cc1 | 0 | 9 | -3 | -10 | 0 | 6 | 8 | 10 | 1.0
O=C(NCc1ccccc1)Nc1cccn(Cc2c(F)cccc2Cl)c1=O | -8 | 25 | 0 | 14 | -3 | 56* | 16 | 12 | 1.0
O=C(Nc1ncc2c(n1)CC(c1ccccc1)CC2=O)c1ccco1 (stereo unspecified) | -5 | 15 | 0 | -8 | 0 | 7 | -4 | 6 | 0.8
COCCOC1CCN(Cc2cn(Cc3ccccc3)nc2-c2cc3ccccc3o2)CC1 | 7 | 15 | 0 | 2 | 0 | 21 | -6 | 13 | 1.8
Cc1cc(NC(=O)COC(=O)C2CCN(S(=O)(=O)c3ccc(Cl)cc3)CC2)no1 | 6 | -1 | -3 | -25 | -4 | 4 | -1 | -4 | 0.3
COc1cc(OC)cc(C(=O)N[C@H](C(=O)NCc2ccccc2)C(C)C)c1 | -3 | 31 | -3 | 5 | -5 | -3 | 3 | 10 | 2.6
CC1CCN(C2=C(NS(=O)(=O)c3ccccc3)C(=O)c3ccccc3C2=O)CC1 | 9 | 37 | -1 | -14 | 6 | -30 | 4 | 25 | 3.8
Cc1ccc(NC(=O)Cn2c(=O)n(Cc3ccco3)c(=O)c3ccccc32)c(C)c1 | -14 | 7 | -2 | 3 | -4 | -11 | 8 | 14 | 0.9
C=CC1=C2C=C(C3CC3)N(C3CC3)C=C2C(=O)C(C)(OC(=O)c2ccco2)C1=O (stereo unspecified) | -15 | 12 | 0 | -52 | 11 | -18 | -5 | -12 | 0.8
N#CCN1CCC/C1=C\[N+](=O)[O-] | -3 | -1 | -4 | -14 | -6 | 20 | -4 | -4 | -0.8
Cc1ccccc1C(NC(N)=O)c1ccccc1 (stereo unspecified) | -8 | -4 | 0 | -2 | 0 | 4 | -9 | -23 | -1.1
Cc1ccc(C2=NOC(C)(c3nnc(-c4cccc(Cl)c4)o3)C2)cc1 (stereo unspecified) | 2 | 15 | -1 | -1 | -3 | 31 | 1 | 4 | -1.2

From PubChem
